# NOD1 NF-kB reporter = NOD1 signaling inhibitors, primary screen, cell-based, luminescence, uHTS (AID 1578); NOD1-driven NF-kB luciferase reporter cells, luminescence; higher % means a stronger effect; inhibition, % at 4 µM; hits with a dose series show EC50 in µM; 290,000 compounds, 1% hits; in the data active = inhibition mostly above about 36%, no sharp cut-off; inactive = mostly below about 34%;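 also: HEK-293T reporter cells stimulated with the NOD1 agonist gamma-tri-DAP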
# NOD2 inhibition = NOD2 signaling inhibitors, cell-based, luminescence, uHTS, HEK293 (AID 1566); 290,000 compounds, 0.63% hits; one-dose inhibition, % at 4 µM; EC50 in µM for titrated hits; HEK293 NOD2/NF-kB luciferase reporter, luminescence; higher % means a stronger effect; in the data active = inhibition above about 50%; also: many of its hits are not listed in these tables
# Starred values were filed as active, the others as inactive.
NOD1 NF-kB reporter,NOD2 inhibition,SMILES
-11%,-6%,O=C(N1CCN(c2ccccc2F)CC1)C1(S(=O)(=O)c2ccc(Cl)cc2)CC1
-14%,7%,CCOCCCN(C(=O)Cn1nnc(-c2ccc(C)o2)n1)C(C(=O)NC1CCCC1)c1ccc(C)o1 (centres undefined)
-9%,-37%,COCc1nc2oc3ccc(C)cc3c(=O)c2cc1C(=O)OC
7%,27%,Cc1cccc(OCC(=O)Nc2ccc3c(c2)C(=O)NC3=O)c1
18%,2%,CCN(c1cccc(C)c1)S(=O)(=O)c1ccc(-c2cc(C)no2)s1
25%,-4%,COCCCNC(=O)C1CCCN(S(=O)(=O)c2cccc3nsnc23)C1 (centres undefined)
-14%,14%,CCOC(=O)C1CCCN(S(=O)(=O)c2ccc3c(c2)C(C)(C)C(=O)N3C)C1 (centres undefined)
-14%,-24%,Brc1ccc(NC(c2ccccc2)c2ccncc2)cc1 (centres undefined)
16%,11%,O=C(CCl)NC(Cc1c[nH]c2ccc(OCc3ccccc3)cc12)C(=O)O (centres undefined)
-4%,-2%,COc1cc(C(=O)Oc2cccc(/C=N/NC(=O)c3cccnc3)c2)cc(OC)c1OC
-18%,9%,COCCCn1c(=O)c2sccc2n2c(CCCC(=O)N3CCN(c4ccccn4)CC3)nnc12
-2%,3%,COC(=O)c1ccc2[nH]c(C(C)(C)O)c(C)c2c1
-6%,25%,O=C(N/N=C/c1ccc(O)cc1O)NC12CC3CC(CC(C3)C1)C2
-3%,-12%,COc1ccc(CCC(C)NCC(C)c2ccccc2)cc1 (centres undefined)
-10%,-9%,Cn1ncc([N+](=O)[O-])c1C(=O)Nc1ccccc1Cl
2%,20%,Cc1ccc(-n2nc3c(=O)n(CC(=O)NCc4ccccc4Cl)nc(C)c3c2C)cc1
-22%,6%,CN1CCN(C(=O)c2ccccc2NC(=O)c2ccccc2Br)CC1
38%,2%,C[C@@]12C(=O)N(c3cccc(F)c3)C(=O)N1[C@H](c1ccc(F)cc1)[C@@H]1C(=O)N(C3CCCCC3)C(=O)[C@@H]12
-8%,14%,CC1(C)CC(NS(=O)(=O)c2ccc(C(C)(C)C)cc2)CC(C)(C)N1
22%,7%,CC(=O)c1ccc(NC(=O)C[n+]2ccc(N(C)C)cc2)cc1
-31%,4%,Cc1ccc(-c2nc3c(c(SCC(=O)N4CCOCC4)n2)COC(C)(C)C3)cc1
22%,-10%,Cc1ccccc1N1CCN(CCCN2C(=O)C3CCCCN3C2=O)CC1 (centres undefined)
-9%,13%,O=C(NCC1CCN(Cc2cccc(Cl)c2)CC1)Nc1ccc(Cl)cc1
-13%,6%,CCOc1ccc(CNC(=O)Cn2c(=O)c3cccn3c3ccccc32)cc1
-7%,4%,COCCCNc1nc2ccccc2nc1NS(=O)(=O)c1ccc(F)cc1
7%,17%,CC[C@@H](C)[C@H](NC(=O)CCc1c(C)c2cc3c4c(oc3c(C)c2oc1=O)CCCC4)C(=O)O
1%,-7%,NC(=O)CC(NC(=O)Cc1ccc(Cl)cc1)c1ccc(NC2CCCCCCC2)c([N+](=O)[O-])c1 (centres undefined)
20%,-147%,O=C(Nc1cccc(O)c1)c1cc(-c2ccc3c(c2)OCO3)on1
-16%,4%,CC(=O)c1cccc(NC(=O)N2CCC(NC(=O)c3ccco3)CC2)c1
-42%,8%,COc1ccccc1CCNC(=O)Cn1c(=O)oc2ccccc21
-10%,-4%,COc1ccc2[nH]cc(CCNC(=O)c3ccccc3Cl)c2c1
-16%,-13%,CCOc1ccc(OCCC(=O)N2CCN(S(=O)(=O)c3ccc(OCC)cc3)CC2)cc1
-5%,17%,CN(C)c1cc(-c2ccccc2)nc(-c2ccccc2)n1
-8%,13%,Cc1cc2c(cc1S(=O)(=O)NC1CCCCC1C)OCC(=O)N2 (centres undefined)
-15%,-22%,CCOC(=O)C1CCN(C(=O)c2ccc3c(Cl)c4c(nc3c2)CCCC4)CC1
-9%,6%,COCCCNC(=O)CCc1c(C)nc2c(c(C)nn2-c2ccc(C)cc2)c1C
-28%,-15%,CC1CCN(S(=O)(=O)c2ccc(NC(=O)CNC3CCCCC3)cc2)CC1
4%,12%,COc1cc(NC(=O)C2=CC(c3ccc(C)cc3)=NS(=O)(=O)N2C)cc(OC)c1OC
-10%,9%,CSCC[C@H](NC(=O)OC(C)(C)C)C(=O)N1CCC(C(=O)N[C@@H](C)C(=O)NCc2ccc(F)cc2)CC1
-22%,-18%,CC(=O)c1cccc(OCc2cc(C(=O)N3CC4C[C@@H]5CC3C[C@H](C4)C5)no2)c1
-44%,6%,CCCCOc1cccc(/C=C(\C#N)C(=O)NC2CC2)c1
-6%,3%,Cc1ncc(CN2CCC(N3CCC(C(=O)N4CCCC4)CC3)CC2)s1
-7%,7%,COc1ccc(C)cc1NC(=O)CN1C(=O)CSc2ccc(S(=O)(=O)N3CCCC3)cc21
-10%,18%,CC1C(=O)N2CCCc3cc(S(=O)(=O)NCc4ccc(Cl)cc4)cc1c32 (centres undefined)
-5%,12%,Oc1cccc(/C=N/n2c(C3CCCCC3)n[nH]c2=S)c1
5%,12%,CCN(CC)CCCN(Cc1cc2cc3c(cc2[nH]c1=O)OCO3)C(=S)NCCCOC
-5%,5%,CC(C)Cn1cnc2c1c(=O)n(CC(=O)O)c(=O)n2Cc1ccccc1
52%,-4%,Cn1c(=O)c(C(=O)NCCCc2ccccc2)c(O)c2ccccc21
1%,-5%,COCCNC(=O)c1c[nH]c2ccc(S(=O)(=O)Nc3ccccc3F)cc2c1=O
28%,47%,O=C(Nc1ccncc1)c1c(Cl)cccc1Cl

# 14 structures already listed, sorted by SMILES length, descending.
NOD1 NF-kB reporter,NOD2 inhibition,SMILES
-10%,9%,CSCC[C@H](NC(=O)OC(C)(C)C)C(=O)N1CCC(C(=O)N[C@@H](C)C(=O)NCc2ccc(F)cc2)CC1
-22%,-18%,CC(=O)c1cccc(OCc2cc(C(=O)N3CC4C[C@@H]5CC3C[C@H](C4)C5)no2)c1
4%,12%,COc1cc(NC(=O)C2=CC(c3ccc(C)cc3)=NS(=O)(=O)N2C)cc(OC)c1OC
5%,12%,CCN(CC)CCCN(Cc1cc2cc3c(cc2[nH]c1=O)OCO3)C(=S)NCCCOC
1%,-5%,COCCNC(=O)c1c[nH]c2ccc(S(=O)(=O)Nc3ccccc3F)cc2c1=O
-15%,-22%,CCOC(=O)C1CCN(C(=O)c2ccc3c(Cl)c4c(nc3c2)CCCC4)CC1
-10%,18%,CC1C(=O)N2CCCc3cc(S(=O)(=O)NCc4ccc(Cl)cc4)cc1c32 (centres undefined)
-9%,6%,COCCCNC(=O)CCc1c(C)nc2c(c(C)nn2-c2ccc(C)cc2)c1C
-28%,-15%,CC1CCN(S(=O)(=O)c2ccc(NC(=O)CNC3CCCCC3)cc2)CC1
-5%,5%,CC(C)Cn1cnc2c1c(=O)n(CC(=O)O)c(=O)n2Cc1ccccc1
52%,-4%,Cn1c(=O)c(C(=O)NCCCc2ccccc2)c(O)c2ccccc21
-8%,13%,Cc1cc2c(cc1S(=O)(=O)NC1CCCCC1C)OCC(=O)N2 (centres undefined)
-5%,12%,Oc1cccc(/C=N/n2c(C3CCCCC3)n[nH]c2=S)c1
28%,47%,O=C(Nc1ccncc1)c1c(Cl)cccc1Cl

# The listing continues.
NOD1 NF-kB reporter,NOD2 inhibition,SMILES
-16%,-4%,Cc1ccc(CNC(=O)CN(C(=O)C2(C)CC(=O)N=C3C=CC=CN32)c2ccccc2F)cc1 (centres undefined)
-24%,-2%,COc1ccccc1CNc1ncccn1
-41%,-11%,COc1cccc(N2CC(C(=O)Nc3nnc(SCCC4OCCO4)s3)CC2=O)c1 (centres undefined)
-9%,-8%,COc1ccc(/C=N/n2nnnc2N)c(OC)c1
-5%,5%,Nc1nonc1-n1nnc(C(=O)N/N=C/c2ccccc2Cl)c1-c1ccc2c(c1)OCO2
-11%,9%,Cc1c(NC(=O)CSCc2ccco2)c(=O)n(-c2ccccc2)n1C
-9%,20%,CS(=O)(=O)c1ccc2nc(NC(=O)CN3CCOCC3)sc2c1
9%,27%,Cc1[nH]c2ccc(C(=O)NCCN3CCOCC3)cc2c1C
-31%,7%,Cc1ccc(C(C)C)c(OCC(O)CNC2CCCC2)c1 (centres undefined)
1%,2%,O=C(O)c1ccc(Nc2nc(-c3ccccc3)nc3ccccc23)cc1
-39%,-4%,C=CCOc1ccccc1NC(=O)CN1C(=O)CNC1=O
-10%,-1%,COCCNC(=S)N1CCC(C(=O)c2ccc(C)cc2)CC1
23%,-23%,COCCNC(=O)c1ccc(Cn2c(SCC(=O)NCC3CCCO3)nc3ccc(Br)cc3c2=O)cc1 (centres undefined)
0%,18%,Cc1ccccc1CN1CCC(CNC(=O)C2CCCN(c3ncnc4c3nc3n4CCCCC3)C2)CC1 (centres undefined)
-36%,-5%,Cc1nonc1NC(=O)CSc1nnc(N)s1
-22%,0%,COc1ccccc1NC(=O)OC(C)c1ccc(Cl)cc1 (centres undefined)
2%,-13%,O=C(/C=C/c1ccc(Cl)cc1)N1CCOCC1
-38%,9%,CCOCCCNC(=S)N(CCN(CC)CC)Cc1cc2cc3c(cc2[nH]c1=O)OCCO3
-18%,-7%,O=C(COc1ccccc1Cl)N(Cc1cccs1)C1CCS(=O)(=O)C1 (centres undefined)
0%,3%,O=C(CCCCC(=O)Nc1ccccc1Cl)Nc1ccccc1Cl
-18%,14%,Cc1ccc(C(=O)O)cc1N1C(=O)c2cccc3c([N+](=O)[O-])ccc(c23)C1=O
-1%,10%,CCC(C(=O)NCCc1c[nH]c2cc(OC)ccc12)c1ccccc1 (centres undefined)
11%,24%,CCOC(=O)/C=C1\CN(Cc2cc(OC)c(OC)c(OC)c2)S(=O)(=O)c2ccccc21
14%,11%,COc1ccc(CNc2cc(C)cc(C)c2)cc1OC
18%,1%,Cc1ccc(C23CC4CC(CC(C(=O)NC(C)C(=O)O)(C4)C2)C3)cc1 (centres undefined)
-31%,-23%,COc1ccc(CCNC(=O)c2cc(COc3c(C)cccc3C)on2)c(OC)c1
-8%,16%,CCCc1cc(=O)oc2cc(OCC(=O)NCCCN3CCCC3=O)ccc12
-28%,-8%,O=C(C1CCN(S(=O)(=O)c2cccs2)CC1)N1CCCC(C(F)(F)F)C1 (centres undefined)
-27%,-13%,COc1ccc(NC(=O)C2C3C=CC4(O3)C2C(=O)N(CCN2CCCCC2)C4C(=O)NC2CCCCC2)cc1 (centres undefined)
-6%,8%,CN(C)C(CNC(=O)c1ccc(Br)cc1)c1ccco1 (centres undefined)
-30%,6%,CCOc1cc(C(=O)NCC(=O)N2CCC3(CC2)NCCc2[nH]cnc23)cc(OCC)c1OCC
-5%,7%,COc1ccccc1CN1CC(C(=O)N(Cc2cnn(C)c2)C(C)C)CCC1=O (centres undefined)
-17%,-6%,CC(=O)Nc1cccc(NC(=O)COC(=O)CO/N=C(\C)c2ccc3c(c2)OCO3)c1
-6%,2%,CCOc1ccc(NC(=O)[C@@H](NC(=O)c2ccco2)C(C)C)cc1
-14%,-1%,COCCC1CCCCN1C(=O)c1cc(COc2cccc(C(C)=O)c2)on1 (centres undefined)
-36%,21%,CC(C)C[C@H](NC(=O)N1c2ccccc2NC(=O)[C@@H]1C(C)C)C(=O)N[C@@H](Cc1ccccc1)C(=O)O
5%,3%,CCOc1cccc(CN2CCC(n3nccc3NC(=O)CCCc3ccccc3)CC2)c1
-13%,8%,Cc1cccc(C)c1NC(=O)Cc1cccs1
-22%,7%,COc1ccccc1-c1cc(C(=O)NCCCN2CCOCC2)no1
-18%,-11%,O=C1C(=O)N(C/C=C/c2ccccc2)c2ccccc21
28%,-15%,COC(=O)C1=CN(Cc2ccc(OC)c(OC)c2)C=C(C(=O)OC)C1c1ccccc1F
-23%,6%,Cc1ccc(NC(=O)CSc2nncn2-c2ccccn2)cc1Cl
4%,12%,CSc1ccc(/C=N/S(=O)(=O)c2ccccc2)cc1
9%,12%,O=C(CSc1nnc(CNC(=O)c2ccccc2)o1)NCc1ccccc1Cl
-3%,12%,CC(O)c1ccc(Oc2cnccn2)cc1 (centres undefined)
-31%,6%,Cc1cc(Cl)ccc1C(=O)C1CCCN(C(=O)CN2CCOC2=O)C1 (centres undefined)
-3%,9%,COc1ccc(C(=O)CCN2CCCC(C)C2)cc1 (centres undefined)
-35%,6%,COc1ccc(CCNc2nc(C)c(C(C)=O)s2)cc1OC
-35%,3%,Cc1ccc(C)c(Cn2nnc3c(=O)[nH]c(C4CCCN(C(=O)c5cccs5)C4)nc32)c1 (centres undefined)
-24%,0%,CCc1ccc(S(=O)(=O)Nc2cc3c(cc2N2CCOCC2)n(C)c(=O)c(=O)n3C)cc1

# Next results follow.
NOD1 NF-kB reporter,NOD2 inhibition,SMILES
-14%,9%,CC(=O)NC(Cc1c[nH]c2ccccc12)C(=O)NCCc1ccccc1 (centres undefined)
-4%,-2%,COc1cccc(NC(=O)CN2C(=O)COc3ccc(S(=O)(=O)N4CCC(C)CC4)cc32)c1
-23%,8%,COc1ccc(NC(=O)COCC(=O)Nc2ccc(C)cc2)cc1
7%,-11%,O=C(NCCNC(=O)c1ccc(Cl)cc1Cl)c1ccccn1
-10%,7%,CN(CC(=O)Nc1ccc(Cl)cc1)C(=O)CCc1c[nH]c2ccccc12
-12%,-53%,CN1CCc2c(sc3nc(SCC(N)=O)n(-c4ccc(Cl)cc4)c(=O)c23)C1
-13%,8%,COc1ccc(NC(=O)CCCn2nc(C)c3c(C)n(-c4ccccc4)nc3c2=O)cc1
-12%,9%,CCC(C(=O)NCCCN1CCN(CCCNC(=O)C(CC)c2ccccc2)CC1)c1ccccc1 (centres undefined)
1%,19%,COc1ccc(S(=O)(=O)N2CCN(CC(=O)NC3CC3)CC2)cc1
-58%,3%,O=c1c2c([N+](=O)[O-])cc([N+](=O)[O-])cc2nc2ccccn12
-18%,-3%,Cc1cccc(NC(=O)CN2CCc3cc4c(cc3C2)OCCCO4)c1

# Source: PubChem

# A portion of the library. The share of hits here may be higher or lower than overall.
